Screens deposited in PubChem BioAssay by National Center for Advancing Translational Sciences (NCATS).
L3MBTL1 block: L3MBTL1 (human) inhibition; AlphaScreen L3MBTL1–H3K9me1 peptide binding; Potency, µM (series often up to 57.1 µM), for the others: top-dose activity, negative = inhibition, most hits filed as inhibitors; 230,000 compounds, 0.66% hits; AID 485360; active means well fitted inhibition curve with a large enough effect; inconclusive means small, poorly fitted or top-dose-only effect; inactive means no such curve, though single readings can be large or run the other way; further: nearly all actives have a fitted effect of over 60% in size
Target sequence (Q9Y468 whole entry, looked up): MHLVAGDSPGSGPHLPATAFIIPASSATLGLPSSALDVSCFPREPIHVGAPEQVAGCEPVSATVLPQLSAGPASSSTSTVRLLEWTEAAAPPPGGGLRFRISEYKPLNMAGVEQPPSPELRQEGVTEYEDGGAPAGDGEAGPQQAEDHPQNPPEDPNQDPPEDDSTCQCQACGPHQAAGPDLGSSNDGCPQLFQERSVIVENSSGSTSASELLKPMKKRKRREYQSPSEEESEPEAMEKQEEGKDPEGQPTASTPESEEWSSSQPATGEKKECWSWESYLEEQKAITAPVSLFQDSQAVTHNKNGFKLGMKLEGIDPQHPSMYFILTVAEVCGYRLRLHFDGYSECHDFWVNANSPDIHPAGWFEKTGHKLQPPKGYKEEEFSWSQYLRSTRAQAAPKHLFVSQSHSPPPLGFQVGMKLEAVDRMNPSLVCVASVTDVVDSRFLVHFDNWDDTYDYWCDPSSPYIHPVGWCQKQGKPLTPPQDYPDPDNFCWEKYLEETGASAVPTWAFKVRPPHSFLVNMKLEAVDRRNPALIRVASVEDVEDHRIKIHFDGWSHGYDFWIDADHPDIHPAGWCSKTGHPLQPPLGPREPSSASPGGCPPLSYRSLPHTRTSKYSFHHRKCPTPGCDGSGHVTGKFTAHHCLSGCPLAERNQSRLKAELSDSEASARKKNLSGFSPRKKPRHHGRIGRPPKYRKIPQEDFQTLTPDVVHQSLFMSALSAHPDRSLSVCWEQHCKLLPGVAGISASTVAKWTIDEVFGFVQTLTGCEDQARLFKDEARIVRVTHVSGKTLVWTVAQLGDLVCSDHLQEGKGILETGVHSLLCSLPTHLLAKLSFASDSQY
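First, the protein-peptide complex forms for 30 min at room temperature (L3MBTL1 50 nM, biotinylated H3K9me1 peptide 75 nM). Next, compounds are pin-transferred and incubated 30 min. Finally, AlphaScreen beads are added and read after 30 min.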
* marks the source's active call; other numbers are inactive results; u = inconclusive; [ ] = remark or other dose. On the % scale 0 is the no-effect control and ±100 the full control effect; potency means the concentration at half of the fitted maximal effect. These rows are one share of the data (hit frequency here may not be typical).

#	SMILES	L3MBTL1 block
1	CCc1cccc(C)c1NC(=O)CN1C(=O)NC(CCc2ccccc2)C1=O (configuration not stated)	2.9%
2	Cc1cc(NC(=O)C(C)SCC(=O)Nc2nc3c(F)cc(F)cc3s2)no1 (configuration not stated)	17.6%
3	CCN1C(=S)N[C@@H](CCc2ccccc2)C(C(=O)OC)=C1C	-1.5%
4	C=CCN(c1nc(C)cc(OC)n1)S(=O)(=O)c1ccc(C)cc1	18.9%
5	Cc1ccc(NC(=O)c2ccc(N3CCCC3=O)cc2)cc1S(=O)(=O)N1CCCCC1	-0.7%
6	O=C(NCC(c1ccco1)N1CCCC1)c1cc(S(=O)(=O)N2CCCCC2)ccc1Cl (configuration not stated)	-4.1%
7	O=C(Cc1ccc(F)cc1)N1CCC(CC2CC(c3ccc(Cl)cc3)=NO2)(C(=O)NCC2CCCCC2)CC1 (configuration not stated)	-6.9%
8	CCO[C@@H]1c2c(ccc3ccc(=O)oc23)OC(C)(C)[C@@H]1O	0.9%
9	C=CCNC(=O)c1ccc(CN2CCC(Cc3ccccc3)CC2)cc1	2.4%
10	Cc1nnc(SCC(=O)Nc2ccc(S(N)(=O)=O)cc2)n(N)c1=O	2.3%
11	O=C(CCN=C1NS(=O)(=O)c2ccccc21)OCC(=O)c1ccccc1Cl	4.6%
12	C/C=C1\NC(=O)[C@H](C)NC(=O)[C@@H](NC(=O)[C@@H](Cc2ccc(O)cc2)NC(=O)[C@@H](NC(=O)/C(C)=C/C)C(C)C)[C@@H](C)OC(=O)[C@H](CCCCc2ccc(O)cc2)NC(=O)[C@@H](CCC(=O)O)NC1=O	3.5%
13	CC1CCC2(CC1)NC(=O)N(NC(=O)C1CCN(C(=O)c3ccc(Cl)cc3)CC1)C2=O (configuration not stated)	2.4%
14	O=C(Nc1ccn(CC(=O)N2CCN(c3ccccn3)CC2)c(=O)n1)OCc1ccccc1	-7.0%
15	O=S(=O)(Nc1ccc(-c2ccc3nncn3n2)cc1)c1cccs1	5.6%
16	Cc1ccc(C(CC(=O)O)NC(=O)c2ccc(S(=O)(=O)N3CC(C)OC(C)C3)cc2)cc1 (configuration not stated)	6.5%
17	Cc1cc(C)cc(OCC(=O)OCC(=O)Nc2cc(S(=O)(=O)N3CCOCC3)ccc2C)c1	-1.8%
18	N#CCCN(C(=O)COC(=O)CSc1ccc(Cl)cc1)c1ccccc1	7.0%
19	CCC(C)N(C(=O)CSc1nc2ccc(OC)cc2[nH]1)C1CCS(=O)(=O)C1 (configuration not stated)	-9.6%
20	COc1ccc(NC(=O)[C@@H]2CCCN2C(=O)c2cccs2)cc1S(=O)(=O)N1CCCCC1	4.9%
21	CNc1snc(C)c1C(=O)OCC(=O)N(C)c1ccccc1	1.9%
22	Cc1cc(NC(=O)c2cc(S(=O)(=O)N3CCCCC3)ccc2C)no1	-26.2%
23	COc1ccc(-c2nnc(NC(=O)C3CCCN3S(=O)(=O)c3cccs3)o2)cc1 (configuration not stated)	-15.8%
24	COc1ccc(C(=O)Nc2cccc3c2CCCC3)cc1	-3.1%
25	COCC(=O)N1CCC(Oc2ccc(C(=O)N[C@H](C(=O)OC)C(C)C)cc2)CC1	4.0%

Structures shown so far containing fluorine (2):
#	SMILES	L3MBTL1 block
2	Cc1cc(NC(=O)C(C)SCC(=O)Nc2nc3c(F)cc(F)cc3s2)no1 (configuration not stated)	17.6%
7	O=C(Cc1ccc(F)cc1)N1CCC(CC2CC(c3ccc(Cl)cc3)=NO2)(C(=O)NCC2CCCCC2)CC1 (configuration not stated)	-6.9%

Going on with the list.
#	SMILES	L3MBTL1 block
26	COc1cc(C(C)=O)ccc1OCC(O)Cn1nc(C)c(C(C)=O)c1C (configuration not stated)	1.7%
27	CC1CN(S(=O)(=O)c2ccc(C(=O)N(CCCN(C)C)c3nc4cc5c(cc4s3)OCCO5)cc2)CC(C)O1 (configuration not stated)	-8.8%
28	COc1ccc(C(=O)N/C(=C\c2ccc(SC)cc2)C(=O)NCCCn2ccnc2)cc1OC	-0.9%
29	CC1CCCCC1NC(=O)COC(=O)c1cccn1C (configuration not stated)	-1.6%
30	CC(OC(=O)CN1C(=O)c2ccccc2C1=O)C(=O)N(C)c1ccccc1 (configuration not stated)	-2.4%
31	O=C(NCCNC(=O)c1ccccn1)c1ccc(-c2ccccc2)cc1	-0.4%
32	CCCCC(=O)NC(c1ccc(N(CC)CC)cc1)c1ccc2cccnc2c1O (configuration not stated)	u
33	CC(=O)N1CCN(c2ccc(NCc3ccco3)cc2)CC1	-8.1%
34	CCN1CCN(CCC(=O)Nc2cc(OC)cc(OC)c2)CC1	-1.7%
35	CN1C(=O)C(O)(C2CCCCCC2=O)c2ccccc21 (configuration not stated)	-3.5%
36	O=C(CNc1cccc(F)c1)Nc1cccc(S(=O)(=O)N2CCCCC2)c1	7.3%
37	Cc1cc(=O)oc2cc(OCC(O)Cn3ccnc3)ccc12 (configuration not stated)	0.0%[2.29 µM]
38	COCCNC(=O)c1cccc(S(=O)(=O)N2CC3(C)CC2CC(C)(C)C3)c1 (configuration not stated)	-6.8%
39	CC(C)C(NS(=O)(=O)c1ccccc1F)C(=O)OCC(=O)NCc1ccco1 (configuration not stated)	2.9%
40	O=C(CCCN=C1NS(=O)(=O)c2ccccc21)OCc1ccccc1	-1.5%
41	CCN(CC)Cc1c(C(=O)N/N=C/c2ccncc2)nnn1-c1nonc1N	-1.8%
42	O=C(c1ccc(S(=O)(=O)NCc2ccco2)cc1)N1CCN(c2ccccc2)CC1	-9.4%
43	Cc1cccc(N2CC(C(=O)Nc3ccccc3N3CCCC3)CC2=O)c1C (configuration not stated)	-1.3%
44	N#Cc1nc(NCC(F)F)nc(Nc2cc(F)cc(F)c2)n1	-16.1%
45	COc1cccc(C(=O)Nc2ccccc2NC(=O)c2cccc(OC)c2)c1	-5.2%
46	COc1cc(OC)cc(-c2c(-c3ccc(F)cc3)c3cc(-c4ccc5cc[nH]c5c4)ccc3n2C)c1	-3.6%
47	N#CCCN(C(=O)COC(=O)C1=NNC(=O)CC1)c1ccccc1	1.6%
48	Cc1ccc(C(=O)CCC(=O)Nc2ccccc2F)cc1	11.8%
49	COc1ccccc1C(=O)NC(=O)COC(=O)C1CC1	4.3%
50	COc1ccccc1N1CCN(C(=O)c2ccc(-c3nc4ccccc4s3)o2)CC1	-17.0%

Part of the list above, field by field:
5) Cc1ccc(NC(=O)c2ccc(N3CCCC3=O)cc2)cc1S(=O)(=O)N1CCCCC1
  L3MBTL1 block: -0.7%

48) Cc1ccc(C(=O)CCC(=O)Nc2ccccc2F)cc1
  L3MBTL1 block: 11.8%

Additional structures
#	SMILES	L3MBTL1 block
51	O=C1c2ccccc2C(=O)N1CCCc1cn(C[C@H]2CC[C@@H]([C@@H]3CC[C@H](Cn4cc(CCCN5C(=O)c6ccccc6C5=O)nn4)O3)O2)nn1	-5.4%
52	COc1ccc(C(C)C)cc1S(=O)(=O)NCC1CCCO1 (configuration not stated)	-7.6%
53	COc1ccc(NC(=O)CCOc2ccc(C)cc2)cc1S(=O)(=O)N1CCCCC1	0.4%
54	Cc1ccc(S(=O)(=O)Nc2ccc(F)c(S(=O)(=O)N3CCOCC3)c2)cc1	-0.4%
55	CCOc1ccc(CCNC(=O)CN2C(=O)NC3(CCCCC3C)C2=O)cc1OCC (configuration not stated)	6.5%
56	COc1ccc(-c2c(-c3ccc(OC)nc3)c3ccccc3n2C)cc1	-1.8%
57	COCCN(C(=O)COC(=O)CCCOc1ccccc1)c1c(N)n(Cc2ccccc2)c(=O)[nH]c1=O	-2.8%
58	CCCCn1c(N)c(N(CCOC)C(=O)COC(=O)COc2cc(C)ccc2Cl)c(=O)[nH]c1=O	4.9%
59	O=C(NCc1cccnc1)Nc1ccc(Cl)c(Cl)c1	-0.3%
60	CN1C(=O)[C@H]2[C@@H](/C=C/c3ccccc3)N3C(=O)CN(Cc4ccc(-c5ccccc5)cc4)C(=O)[C@@]3(Cc3ccccc3)[C@H]2C1=O	-6.4%
61	CCN1C(=O)[C@H]2[C@@H](c3ccc(-c4cccc(Cl)c4)cc3)N[C@@](C)(C(=O)OC)[C@H]2C1=O	-12.2%
62	C=CCn1c(COc2ccc(F)cc2)nnc1SCC(=O)NC1CCS(=O)(=O)C1 (configuration not stated)	7.8%
63	O=C(CCc1ccccc1Cl)N1CCN(S(=O)(=O)c2ccccc2)CC1	0.9%
64	Cc1cccc(NC(=O)C(C)SCc2ccccc2)c1 (configuration not stated)	5.5%
65	COC(=O)C(Cc1ccccc1)OS(N)(=O)=O (configuration not stated)	-6.6%
66	CCC1CCCCN1C(=O)COC(=O)CN(C)S(=O)(=O)c1ccc(NC(C)=O)cc1 (configuration not stated)	5.2%
67	O=C1c2ccccc2C(=O)N1CCCCCCc1ccccc1	110.9%[activator]
68	CCC1(CC)NC(=O)N(CC(=O)OCC(=O)Nc2ccccc2OC(F)F)C1=O	-2.0%
69	Cc1ccc(C(C)C)c(OCCNCCc2ccccc2)c1	-9.8%
70	COc1ccc(-c2csc(NC(=O)c3ccccc3OC)c2C(=O)O)cc1OC	3.7%
71	C=CCN(Cc1ccc(Cl)s1)C(=O)c1ccc(F)c(S(=O)(=O)N2CCOCC2)c1	3.4%
72	COc1cc(S(=O)(=O)N2CCN(Cc3ccc4c(c3)OCO4)CC2)ccc1NC(C)=O	8.8%
73	O=C(COC(=O)Cc1cccc(F)c1)NC(=O)NC1CCCCC1	4.4%
74	O=C(c1ccc(Cl)c(S(=O)(=O)N2CCOCC2)c1)N1CCc2ccccc2C1	0.1%
75	COC(=O)c1cccc(COC(=O)c2cc3ccccc3oc2=O)c1	4.9%
76	O=C(C[C@H]1C/C=C\CC[C@H](Cc2ccc(F)cc2)C(=O)O[C@@H](c2ccccc2)CNC1=O)N[C@H](CO)Cc1ccccc1	-5.2%
77	C=CC[N@@+]12CC[C@]34c5ccccc5N5/C=C6\C7N(/C=C(\C53)[C@@H](C[C@@H]41)/C(=C/CO)C2)c1ccccc1[C@@]71CC[N@@+]2(CC=C)C/C(=C\CO)[C@@H]6C[C@@H]12 (some centres not stated)	-6.5%
78	Nc1cc(N)nc(SCc2cccc(F)c2)n1	10.0%
79	Cc1cc(NC(=O)COC(=O)c2ccc(C)c(C)c2)no1	0.6%
80	CCOc1ccc(NS(=O)(=O)c2cc3c(cc2C)N(C)CCO3)cc1	-8.4%
81	Cc1ccc(S(=O)(=O)N2CCOCC2)cc1C(=O)OCC(=O)N1CCCCC1	-0.1%
82	Cc1ccc(C(=O)Nc2ccncc2)c(Cl)c1	2.9%
83	O=c1cc(CO)oc2ccccc12	5.9%
84	CC1=C(C(=O)OC2CCC(C)CC2)C(c2ccc(O)c([N+](=O)[O-])c2)NC(=O)N1 (configuration not stated)	0.7%
85	COC(=O)c1cc(NC(=O)COC(=O)C2COc3ccccc3O2)cc(C(=O)OC)c1 (configuration not stated)	5.9%
86	CCOC(=O)C1=C(N)Oc2cc(O)ccc2C1c1cccc(Cl)c1 (configuration not stated)	-2.6%
87	Cc1cc(C(=O)NNC(=O)C(C)NS(=O)(=O)c2ccccc2F)c(C)o1 (configuration not stated)	3.9%
88	Cc1cc(O)ccc1Nc1nc(-c2cccnc2)cs1	-3.0%
89	CCN1/C(=C2/SC(=S)N(NC(C)=O)C2=O)Sc2ccccc21	9.4%
90	Cc1nn(CC(=O)NC2CCS(=O)(=O)C2)c(C)c1[N+](=O)[O-] (configuration not stated)	4.5%
91	O=C(NCC1CCCO1)c1cccc(S(=O)(=O)Nc2ccc(F)cc2)c1 (configuration not stated)	2.7%
92	Cc1c(NC(=O)C(C)Oc2cccc(Cl)c2)c(=O)n(-c2ccccc2)n1C (configuration not stated)	0.8%
93	O=C(Nc1ccccn1)c1ccc(S(=O)(=O)N2CCCC2)cc1	3.1%
94	CCOc1ccccc1C1NC(=O)c2ccccc2O1 (configuration not stated)	-3.2%
95	Cc1ccccc1OC(=O)c1cccc(S(=O)(=O)N2CCN(C)CC2)c1	-8.2%
96	CCOC(=O)[C@@H]1[C@H]2COc3ccccc3[C@@H]2N2C(=O)N(c3ccc(F)cc3)C(=O)[C@@]12C	3.5%
97	CCC(C)[C@H](NC(=O)[C@H](Cc1ccccc1)n1c(=O)[nH]c2ccccc2c1=O)C(=O)N1CCC(C(=O)O)CC1 (some centres not stated)	-0.9%
98	Cc1cc2ncn(S(=O)(=O)c3ccc(F)cc3)c2cc1C	0.8%
99	O=C(Nc1ccc(Cl)cc1Cl)c1cc2ccccc2o1	-3.1%

Structural class, those above with two or more sulfur atoms
#	SMILES	L3MBTL1 block
2	Cc1cc(NC(=O)C(C)SCC(=O)Nc2nc3c(F)cc(F)cc3s2)no1 (configuration not stated)	17.6%
10	Cc1nnc(SCC(=O)Nc2ccc(S(N)(=O)=O)cc2)n(N)c1=O	2.3%
15	O=S(=O)(Nc1ccc(-c2ccc3nncn3n2)cc1)c1cccs1	5.6%
19	CCC(C)N(C(=O)CSc1nc2ccc(OC)cc2[nH]1)C1CCS(=O)(=O)C1 (configuration not stated)	-9.6%
20	COc1ccc(NC(=O)[C@@H]2CCCN2C(=O)c2cccs2)cc1S(=O)(=O)N1CCCCC1	4.9%
23	COc1ccc(-c2nnc(NC(=O)C3CCCN3S(=O)(=O)c3cccs3)o2)cc1 (configuration not stated)	-15.8%
27	CC1CN(S(=O)(=O)c2ccc(C(=O)N(CCCN(C)C)c3nc4cc5c(cc4s3)OCCO5)cc2)CC(C)O1 (configuration not stated)	-8.8%
54	Cc1ccc(S(=O)(=O)Nc2ccc(F)c(S(=O)(=O)N3CCOCC3)c2)cc1	-0.4%
62	C=CCn1c(COc2ccc(F)cc2)nnc1SCC(=O)NC1CCS(=O)(=O)C1 (configuration not stated)	7.8%
71	C=CCN(Cc1ccc(Cl)s1)C(=O)c1ccc(F)c(S(=O)(=O)N2CCOCC2)c1	3.4%
89	CCN1/C(=C2/SC(=S)N(NC(C)=O)C2=O)Sc2ccccc21	9.4%
